TAG inh: inhibitors of triacylglycerol accumulation; H9c2 cells, Nile Red lipid (TAG) fluorescence; cells loaded with 200 µM oleic acid; inhibition, % at 12.5 µM; 230,000 tested, 0.66% active; AID 651582;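 active = pattern-corrected inhibition of lipid staining of at least 50% with the nuclear-stain viability signal not falling by more than 50%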;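 also: 0% = DMSO wells and 100% = triacsin C control wells; some results filed as inactive read as strong as hits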
TAG inh DAPI viability: second read-out of TAG inh, no call of its own (marks repeat the call); DAPI nuclei signal change (viability), lower = more cytotoxic, %;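 whole-well DAPI fluorescence read on a plate reader as a viability signal; minus 50 percent equals half of cells still viable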
* hit, by the source's call. Some of the compounds tested; the hit share may differ from the screen's.

Structure,TAG inh,TAG inh DAPI viability
CCCN(CCC)CCNC(=O)C1CC(=O)N(c2ccc(OC)cc2)C1c1ccc(OC)cc1 (centres undefined),7.6,0.6
Cc1c(C(=O)NCCC#N)sc(=O)n1Cc1ccccc1F,6.4,-0.7
COCOc1cccc(CN2CCC(C)(Oc3ccc(SC)cc3)C2)c1 (centres undefined),-10.8,8.0
CC(C)c1ccc(C(=O)NCCCN2CCN(CCCNC(=O)c3ccc(C(C)C)cc3)CC2)cc1,2.6,23.3
COc1cccc(CNCc2ccccc2Br)c1OC,2.4,5.4
COc1cc(/C=N/Nc2nncn2/N=C/c2ccc(O)c(OC)c2)ccc1O,-5.7,-0.4
O=C(c1nc2ccccn2c1CNCC1OCCc2ccccc21)N1CCOCC1 (centres undefined),-3.8,8.4
COC(=O)c1ccc(CNC(=O)c2ccc(OC)c(S(=O)(=O)NC3CC3)c2)cc1,0.3,-3.8
CCNC(=O)COc1cccc(C(=O)NCc2ccccc2)c1,3.2,4.0
CCN(C(=O)CCS(=O)(=O)c1ccc(Br)cc1)c1ccc2c(c1)OCO2,5.4,-6.7
COc1ccc(-n2c(SCCC(=O)O)nnc2-c2ccncc2)cc1,-5.1,6.9
COC(=O)C=CSC(=S)C1CCCC1=N (centres undefined),12.5,-2.5
O=C1C=CN(C2OC(CO)C(O)C2O)C(=O)C1 (centres undefined),-1.2,-2.5
CC1Cc2ccccc2N1C(=O)Cn1c(=O)oc2cc(S(=O)(=O)NC3CCCC3)ccc21 (centres undefined),-6.8,-0.3
O=S(=O)(/N=C(/Nc1cccnc1Cl)c1ccccc1)c1ccccc1,9.7,-0.8
CN(CC(=O)NC1CCCCCCC1)S(=O)(=O)c1cccc2cccnc12,2.6,-4.9
COc1ccc(N(C=O)C(C(=O)Nc2c(C)cccc2C)c2ccccc2)cc1 (centres undefined),-5.7,-2.9
COC(=O)/C=C(\Oc1ccccc1)C1(O)CCCCC1,-5.3,-6.1
CC(C)CCN1CCN(Cc2cccn2-c2ccc(Cl)cn2)CC1CCO (centres undefined),0.4,6.8
CC(C)(C)OC(=O)NCCCCCNC(=O)c1nc[nH]c1C(=O)N1CCN(C(=O)OC(C)(C)C)CC1,6.9,-7.0

Single records (already shown):
COC(=O)C=CSC(=S)C1CCCC1=N (centres undefined) in the list: TAG inh: 12.5; TAG inh DAPI viability: -2.5
CCN(C(=O)CCS(=O)(=O)c1ccc(Br)cc1)c1ccc2c(c1)OCO2 in the list: TAG inh: 5.4; TAG inh DAPI viability: -6.7

(cont.)
Structure,TAG inh,TAG inh DAPI viability
Cc1ccc(Nc2nc(-c3ccc(F)cc3)cs2)nc1,10.0,-2.2
Cc1ccc2c(c1)Oc1ccc(NC(=O)CCl)cc1C(=O)N2,55.8*,-48.4*
COc1cccc(C(=O)Nc2cnn(C(C)C)c2)c1,5.9,-3.9
CC1=C(C(=O)N2CCOCC2)CC(CC(=O)NC2CCCC2)C(=O)N1Cc1ccc(F)cc1 (centres undefined),19.2,7.5
CCCCCc1nnc(NC(=O)c2ccc3nc[nH]c3c2)s1,14.8,-1.1
CN(C)CCCN1c2ccc3ccccc3c2Sc2cccc(Cl)c21,37.8,28.2
COc1ccccc1Nc1nc(N)nc(-c2cc3ccccc3o2)n1,-12.5,13.9
C[C@H](CO)N1C[C@H](C)[C@@H](CN(C)C(=O)Nc2ccccc2)Oc2c(NS(=O)(=O)c3ccc(F)cc3)cccc2C1=O,-10.7,0.1
O=C(CSc1nnnn1C1CCCCC1)Nc1ccc(F)cc1,-16.1,-17.6
Cc1ccc(NC(=O)Cc2nn(C)c(=O)c3ccccc23)cc1F,-119.1,1.8
C=CCSc1nc2c(c(=O)[nH]1)C(c1ccccc1)C(C#N)=C(N)O2 (centres undefined),-10.5,3.7
CC1CCCCN1C(=O)COc1ccccc1F (centres undefined),-21.1,0.4
CCc1ccccc1NC(=S)NC1CC2CCC(C1)N2Cc1ccc(F)cc1 (centres undefined),-8.7,31.1
COc1cccc(CNC(=O)C2CCN(S(=O)(=O)c3cccc4cccnc34)CC2)c1,-3.5,-10.9
O=S(=O)(NCC1CC1)c1cccc(S(=O)(=O)N2CCCC2)c1,-1.0,-17.8
COc1cc(/C=C/c2cc(C(=O)O)c3ccccc3n2)cc(OC)c1O,2.8,-3.4
CC1(C)Cc2c(cnn2-c2ccc(F)cc2)C(NC(=O)CCN2CCCCO2)C1 (centres undefined),-6.4,-4.6
C=CCn1c(COc2ccccc2)nnc1SCc1ccc(C#N)cc1,-18.4,-0.4
O=C1C(Cc2ccc(O)cc2)NC(=S)N1C1CCCCC1 (centres undefined),2.8,-0.7
COc1ccc(CCN2CC(C(=O)NCCCc3ccncc3)CCC2=O)cc1 (centres undefined),13.8,-6.6

(more compounds)
Structure,TAG inh,TAG inh DAPI viability
Cc1ccc(OCCC(=O)OCC(=O)c2ccc3c(c2)NC(=O)CO3)cc1,14.4,-10.0
Cc1nc2scc(-c3ccccc3)c2c(=O)n1N,5.5,-11.6
C=C1c2cc(OC)ccc2NC(=O)N1CC,-8.3,1.7
COc1ccccc1NS(=O)(=O)c1cc(C(=O)NC2CC(C)(C)NC(C)(C)C2)ccc1Cl,20.7,-8.4
Cc1cc(C)c(NC(=O)CNC(=O)CN(C)Cc2ccc(Br)s2)c(C)c1,12.4,-5.6
CN(C)/C=C(\C(=O)c1ccc(F)cc1F)c1nnnn1-c1ccccc1,5.3,-4.7
Cc1cc(NS(=O)(=O)c2c(C)c(C)cc(C)c2C)no1,3.3,4.9
CN1C(=O)C2(c3ccccc31)C1CCCC=C1C(C#N)=C(N)C2(C#N)C#N (centres undefined),4.4,77.1
CCn1c(SCCC(=O)Nc2ccccc2)nnc1-c1ccc(OC)cc1,-1.0,0.6
CC(=O)N1CCc2cc(S(=O)(=O)NCCC(=O)Nc3cccc(C)c3C)ccc21,-19.7,1.9
Cc1ccc(N(CN2C(=O)C3CC=CCC3C2=O)C(=O)c2ccco2)cc1Cl (centres undefined),-11.1,-5.3
O=C(c1ccco1)N1CCN(C(=O)C23CC4CC(CC(C4)C2)C3)CC1,14.4,-4.9
COCCC(=O)N1CCOCC1c1cc(C(=O)NCc2ccccc2)no1 (centres undefined),2.0,0.1
Cn1c(SCC(=O)c2ccc(F)cc2)ncc(C(=O)Nc2ccccc2)c1=O,-30.0,4.9
COc1cc(NC(=O)Cc2ccc(F)cc2)cc(OC)c1OC,-1.9,-10.9
COc1cc(-c2noc(C)c2/C=C/c2ccc(OC(C)=O)cc2)cc(OC)c1OC,44.4,-31.4
COc1ccccc1NC(=O)CSc1nccn1Cc1ccc(F)cc1,-10.5,0.6
CCOCCSc1nnc2nc(C)cc(C)n12,4.5,0.1
COC(=O)c1c(C)[nH]c(C(=O)C(C)OC(=O)C2CC2)c1C (centres undefined),-43.8,-0.1
CC(C)(C)OC(=O)N1CCC(NC(=O)c2[nH]cnc2C(=O)N[C@@H](Cc2ccccc2)C(=O)OCc2ccccc2)CC1,-2.9,-11.8

(continued)
Structure,TAG inh,TAG inh DAPI viability
CC(=O)N(C)C[C@@H]1Oc2ncc(Br)cc2C(=O)N([C@H](C)CO)C[C@@H]1C,1.0,-12.4
CCc1cc(=O)[nH]c(SCc2ccc(C)cc2)n1,1.0,2.4
Cc1noc(NC(=O)c2ccc(Cl)c(Cl)c2)c1Cl,-12.0,9.5
Cc1[nH]c2ccccc2c1Cc1nnc(SCCC#N)o1,1.6,-9.0
CCc1ccccc1OCC(=O)Nc1ccc(C)c(S(=O)(=O)N2CCCCCC2)c1,-31.2,-1.8
CC(=O)Nc1ccc(NC(=O)CSc2ccc(-c3cccs3)nn2)cc1,-5.3,12.3
O=C(Cc1ccc(Br)cc1)N/N=C/c1ccc(-c2cccc(C(=O)O)c2)o1,-10.3,15.0
O=C(NCCC(=O)N1CCN(c2ncccn2)CC1)c1ccccc1Cl,2.9,7.1
Cc1cc(-n2nc(C)cc2C)nc(NS(=O)(=O)c2ccccc2)n1,-15.8,6.1
Nn1c(SCC(=O)N2CCCC2)nnc1-c1cccs1,4.1,-7.8
COC(=O)c1c(C(=O)OC)c2n(c1C)CCS2,4.1,-5.7
CC(C)CNS(=O)(=O)c1ccc(CCC(=O)NCCc2ccccc2)cc1,-13.5,6.2
CCN(c1cccc(C(F)(F)F)c1)S(=O)(=O)c1ccc2c(c1)CCN2C(=O)C1CC1,-49.7,9.8
COc1cc(C(C)=O)ccc1OC(=O)N1CCOCC1,-14.4,17.5
S=c1[nH]nc(-c2ccco2)n1/N=C/c1cccs1,3.2,-8.2
CN(C(=O)COC(=O)/C=C/c1ccc(C(F)(F)F)cc1)c1c(N)n(Cc2ccccc2)c(=O)[nH]c1=O,3.2,-15.0
Cc1cn([C@H](C(=O)NCCCCCCCCCCC(=O)N2CCNCC2)[C@@H](C)O)nn1,-23.8,-1.5
CSCCC(NC(=O)c1ccccc1Br)C(=O)N1CCCC(C(F)(F)F)C1 (centres undefined),-12.0,-3.0
COC(=O)C(CC(=O)c1ccc(Cl)cc1)c1ccc(C)cc1 (centres undefined),-7.8,4.9
Cc1ccc2nc(SCC(=O)NC3CCS(=O)(=O)C3)[nH]c2c1 (centres undefined),-3.2,-1.0

(list continues)
Structure,TAG inh,TAG inh DAPI viability
COc1ccc(N=C2SC(C(=O)Nc3ccc(C(=O)O)cc3)CC(=O)N2Cc2cccs2)cc1 (centres undefined),-5.5,-3.3
O=C(Nc1ccc(NC(=S)NC(=O)c2cccs2)cc1)c1ccco1,-2.9,4.2
COc1cc(-c2cc3nc(NCc4ccco4)ccn3n2)cc(OC)c1OC,31.8,0.7
O=C(CNC(=O)c1ccccc1Br)NCCSc1ccc(Br)cc1,6.5,-3.0
CC(=O)c1ccc(NC(=S)N2CCN(C(=S)Nc3ccc(C(C)=O)cc3)C(C)C2)cc1 (centres undefined),25.9,5.9
O=C(COc1cc(F)ccc1[N+](=O)[O-])NCCN1C(=O)CSC1=O,-7.8,-0.3
Cc1cccc(NC(=O)COC(=O)CN2C(=O)c3ccccc3C2=O)c1,-7.2,-2.1
COC(=O)c1ccc(S(=O)(=O)NCc2ccco2)n1C,-9.1,3.3
O=C(c1cccc(C(F)(F)F)c1)N1CCN(S(=O)(=O)c2ccc(Cl)s2)CC1,-21.9,6.0
OCC(O)C1OC(Nc2ccc(Cl)cc2)C(O)C1O (centres undefined),-12.8,3.0
CC(C)Oc1cc(NC(=O)CS(=O)CC(=O)N(C)C)c(Cl)cc1Cl (centres undefined),-14.8,2.3
CCOC(=O)c1[nH]c2ccccc2c1N=CN(C)C,-2.1,2.9
CCCNc1cc(C)oc(=O)c1C(=O)CC,-2.0,-6.4
COc1ccc(C(C#N)N2CCOCC2)cc1 (centres undefined),-0.9,0.0
O=C(N/N=C/c1ccccc1OC(F)F)NC1CCCCC1,4.9,5.7
Cc1ccc(NC(=O)c2ncn(CC(=O)NCC(C)c3ccccc3)n2)cc1C (centres undefined),5.8,-6.3
S=c1nc(-c2cc(Cl)cc(Cl)c2)[nH][nH]1,4.5,-5.5
CCn1c2ccccc2c2nc3cc(OC)c(OC)cc3nc21,24.6,22.5
Cn1c(OCc2ccco2)nc2c1c(=O)n(Cc1ccc(Cl)c(Cl)c1)c(=O)n2C,-4.5,2.5
CCOC(=O)c1[nH]c2ccccc2c1NC(=S)Nc1ccccc1,-7.9,5.9

(list continues)
Structure,TAG inh,TAG inh DAPI viability
COc1ccc(CN2CCN(CC=C(C)C)C(CCO)C2)cc1Cn1cncn1 (centres undefined),-7.9,-0.8
CCN(CC(=O)NCc1ccc(F)cc1)C(=O)COc1ccccc1[N+](=O)[O-],-8.4,8.2
NCCCC(N)(C(=O)O)C(F)F (centres undefined),6.3,6.6
Cc1ccc(NC(=O)c2cnc(SCC(=O)c3ccccc3)n(C)c2=O)cc1,-9.8,4.8
CCCCOc1ccc(N2C(=O)C(C)CNC2=S)cc1 (centres undefined),-4.2,7.8
Nn1c(COc2ccccc2)nnc1SCC(=O)O,-4.9,-0.3
CCn1c(-c2ccccc2)c(C(=O)O)c2ccccc21,0.8,-1.5
CSc1ccc(-c2nnn(Cc3ccccn3)n2)cc1,-48.8,2.3
CN(CC(=O)Nc1ccc(F)cc1)CC(=O)N1CCc2ccccc21,-4.9,6.1
CCCSC1=N/C(=C\c2ccc([N+](=O)[O-])o2)C(=O)S1,-6.4,5.3
Cn1c(N2CCC(C(N)=O)CC2)nc2c1c(=O)n(Cc1cccc(Br)c1)c(=O)n2C,28.2,-12.9
CC(C)(C)c1cc(C(=O)NC2CC2)n(Cc2ccc(F)cc2)n1,8.8,0.5
Cc1nc2ncnn2c(N2CCN(S(=O)(=O)c3ccc(Br)cc3)CC2)c1C,-18.6,-6.0
Cc1cc(NC(=O)CSc2nc(-c3ccc(Br)cc3)nc3c2c(=O)n(C)c(=O)n3C)no1,-10.1,8.1
COC(=O)C(C)N(c1ccc(OC)cc1)S(C)(=O)=O (centres undefined),-11.8,-3.9
O=C(C[C@@H]1C/C=C\C[C@H](NC(=O)OCC2c3ccccc3-c3ccccc32)C(=O)OC[C@@H]2CCCN2C1=O)N[C@H](CO)Cc1ccccc1,-24.2,5.6
CCOC(=O)c1ccc(NC(=O)NCc2ccncc2)cc1,-41.8,5.9
COc1ccc(OC)c(S(=O)(=O)N(C)CC(=O)Nc2cc(Cl)ccc2OC)c1,-3.1,-10.6
O=C(c1ccccc1-c1ccccc1)N1CCCC1,6.8,-11.1
O=C(/C=C/Nc1ccc(Oc2ccccc2Cl)cc1)c1ccco1,12.7,1.0

Compound activity from PubChem.
